NCI-60 one-dose screen, 48 h, at 10 µM unless noted. Numbers give growth in % (100 = growth as untreated, 0 = no growth, -100 = all killed).
SF-539: SF-539 CNS cancer | hit rate 6.8% among 81,000
A498: A498 renal cancer cells | AID 1794774 | hit rate 5.4% among 76,000
SNB-75: SNB-75 CNS cancer. hit rate 5% among 79,000. AID 1794750
SF-268: SF-268 CNS cancer cells | hit rate 3.1% among 82,000 | AID 1794759
SNB-19: SNB-19 CNS cancer cells. hit rate 2.5% among 81,000
CAKI-1: CAKI-1 renal cancer; hit rate 4.7% among 75,000; AID 1794772
ACHN: ACHN renal cancer; hit rate 4.9% among 81,000; AID 1794771
RXF 393: RXF 393 renal cancer cells. hit rate 6.9% among 77,000
An asterisk follows results filed as active; . = no result given; & = joins results of further samples. How the source made its calls: active means growth percent below 10; inactive means the rest. Outcome played no part in choosing rows. Share with any hit: about 12%.

SMILES | SF-539 | A498 | SNB-75 | SF-268 | SNB-19 | CAKI-1 | ACHN | RXF 393
N#Cc1c(-c2ccccc2)[nH]c(=S)[nH]c1=O | 98 | 103 | 103 | 104 | 97 | 91 | 100 | 109
COc1ccc2c(c1)C=C1CSCC3=Cc4cc(OC)ccc4OC13O2 | -25* | 4.7* | 24 | 41 | 29 | 37 | 32 | 5.0*
Cc1ncc(C(=O)Nc2ccc(CN3CCN(C)CC3)c(C(F)(F)F)c2)cc1C#Cc1ccc(N)nc1 | -39* | -64* | -57* | -12* | 27 | -71* | -20* | -60*
O=C1/C(=C/c2cccs2)CCC/C1=C\c1cccs1 | 100 | 75 | 110 | 96 | 105 | 87 | 101 | 92
CCCN1C(=O)N(CCC)C2C1NN=C1SC(c3ccccc3)=CC(=O)N12 (centres undefined) | 93 | 112 | 115 | 104 | 97 | 92 | 92 | 81
O=C1c2ccccc2-c2c1c1c(=O)[nH]c3ccccc3c1n2Cc1ccccc1 | 56 | 0.5* | 71 | 51 | 69 | 2.5* | 47 | 25
C/C=C(/C)C(=O)OC1C=C(CO)C(=O)C(OC(=O)C2(C)OC2C)C1C(C)C (centres undefined) | -66* | 1.5* | 24 | 13 | 12 | -24* | -97* | -74*
O=C(Nc1nncs1)c1ccncc1 | 104 | 126 | 93 | 124 | 104 | 110 | 97 | 116
CCC#CC[C@H]1C/C=C2/C(=O)C=C[C@@H]2C/C=C\CCCC(=O)O1 | 8.1* | 46 | 39 | 5.6* | 37 | 18 | -87* | -65*
CCN(CC)CCCC(C)Nc1nncc2ccccc12 (centres undefined) | 97 | 101 | 106 | 103 | 92 | 95 | 108 | 102
CCOC(=O)/C(C#N)=C/c1cccc(C)c1 | 95 | 101 | 81 | 94 | 95 | 69 | 99 | .
CC(CO)(CO)COS(=O)(=O)c1ccccc1 | 104 | 97 | 90 | 119 | 105 | 95 | 103 | 111
O=S(=O)(NCCCNc1nccc(-c2c(-c3cccc(F)c3)nc3sccn23)n1)c1cccc2ccccc12 | 73 | . | 86 | 45 | 69 | 29 | 35 | 63
O=C1CCN(Cl)C(=O)N1Cl | 104 | 103 | 81 | 99 | 100 | 103 | 104 | 114
COc1ccc(N2N=C(c3ccc4c(c3)OCCO4)CC2c2cccc(NC(=O)CCCNS(=O)(=O)c3ccc(Cl)cc3)c2)cc1 (centres undefined) | 81 | 83 | 61 | 72 | 74 | 67 | 85 | 74
O=C1NN(c2ccccc2)C(=O)/C1=C\c1ccccc1O | 98 | 151 | 68 | 109 | 105 | 65 | 95 | 97
NS(=O)(=O)Oc1ccc(-c2cn3ccsc3n2)cc1 | 92 | 93 | 90 | 99 | 97 | 93 | 102 | 106
C[C@@H](CO)[C@@H]1CCC=C2CC[C@]3(C)[C@H](CC[C@@H]4[C@@]5(C)CCCNC(C)(C)[C@@H]5CC[C@]43C)[C@H]21 | 58 | 77 | 92 | 82 | 88 | 47 | 87 | 68
CCC(C)(O)CCC(C)(O)CC (centres undefined) | 103 | 114 | 108 | 99 | 105 | 101 | 111 | 130
Cc1ccc(N2C(=O)c3cccc4c(N)c(S(=O)(=O)O)cc(c34)C2=O)cc1 | 107 | 136 | 111 | 108 | 112 | 108 | 102 | 111

Molecules above that contain a cyano group, in the order listed:
SMILES | SF-539 | A498 | SNB-75 | SF-268 | SNB-19 | CAKI-1 | ACHN | RXF 393
N#Cc1c(-c2ccccc2)[nH]c(=S)[nH]c1=O | 98 | 103 | 103 | 104 | 97 | 91 | 100 | 109
CCOC(=O)/C(C#N)=C/c1cccc(C)c1 | 95 | 101 | 81 | 94 | 95 | 69 | 99 | .

The results go on:
SMILES | SF-539 | A498 | SNB-75 | SF-268 | SNB-19 | CAKI-1 | ACHN | RXF 393
Nc1c(C(=O)O)ccc2c1C(=O)c1ccccc1C2=O | 92&99 | 107&85 | 88&86 | 94&100 | 98&102 | 96 | 94&98 | 99&101
COc1ccc(/C(C)=C(\c2ccc(Cl)cc2)c2ccc(OCCN3CCCCCC3)cc2)cc1 | 57 | 78 | 74 | 72 | 65 | 67 | 67 | 70
CC(=O)Oc1cccc2c1C(=O)c1c(OC(C)=O)cc(C(=O)O)cc1C2=O | 105 | 90 | 94 | 108 | 102 | 82 | 97 | .
CCCC(=O)NCCc1ccccc1 | 106 | 94 | 89 | 108 | 103 | 101 | 112 | 103
COC(=O)C(CC(=O)c1ccc(-c2ccccc2)cc1)c1ccccc1 (centres undefined) | 35 | 42 | 72 | 89 | 75 | 44 | 41 | 57
CCN1CCN(c2nc3ccccc3c3c(=O)c4cc(F)ccc4sc23)CC1 | 86 | 29 | 40 | 54 | 81 | 68 | 59 | 47
COC(=O)c1ccccc1C(=O)OCC(C)(C)[N+](=O)[O-] | 106 | . | 83 | 105 | 104 | 91 | 103 | 118
N#Cc1c(-c2cccs2)nc2c(c(-c3ccccc3)nn2-c2ccccc2)c1-c1ccc2c(c1)OCO2 | 93 | 111 | 94 | 102 | 101 | 97 | 96 | 116
COc1ccc(-c2cc(-c3ccc(Cl)cc3)nc(SCCCCCCC(=O)NO)n2)cc1OC | 58 | 68 | 34 | 92 | 61 | 30 | 38 | 58
O=C(O)C(c1ccccc1)C(O)C1CCCCC1 (centres undefined) | 106 | 56 | 97 | 101 | 102 | 101 | 102 | 106
CSc1ncc(C)c(=O)[nH]1 | 105 | 90 | 115 | 111 | 99 | . | 110 | 117
Cc1ccc(C(=O)c2ccc(CC(=O)NNC(=O)Nc3c(C)cccc3Cl)n2C)cc1 | 96 | 95 | 72 | 93 | 84 | 89 | 100 | 96
Nc1c(C(=O)Nc2cccc(C(F)(F)F)c2)sc2nc3c(cc12)CCCC3 | 103 | 72 | 105 | 100 | 94 | 86 | 99 | 113
O=C1NC(=O)C(=Cc2cc(-c3ccccc3)n(-c3ccccc3)n2)C(=O)N1 | 107 | 98 | 91 | 99 | 92 | 95 | 102 | 100
COc1ccc2cc([C@H](C)C(=O)N/N=C/c3ccc(F)cc3)ccc2c1 | 88 | 116 | 99 | 112 | 94 | 95 | 100 | 106
O=C1N=C(N2CCCCC2)S/C1=C\c1ccc(Cl)cc1 | 68 | 59 | 88 | 98 | 69 | 74 | 106 | 93
Cc1cc2c(c(C)c1Cl)C(=O)/C(=C/c1ccc(C(C)C)cc1)O2 | 98 | 107 | 74 | 98 | 100 | 86 | 87 | 106
Nc1ccc(F)cc1-c1n[nH]c(=O)[nH]c1=O | 99 | 63 | 89 | 113 | . | 90 | 96 | .
O=C1OCCN1/N=C\c1ccccc1 | 92 | 110 | 99 | 100 | 101 | 98 | 100 | 101
COc1ccc(C2=C(C#N)C3(C(=O)Nc4ccc(Cl)cc43)c3c(-c4ccc(Cl)cc4)nn(-c4ccccc4)c3N2)cc1 (centres undefined) | 57 | 54 | 12 | 43 | 38 | 30 | 40 | 34
Cc1cc(C2=NNC(c3ccc[nH]3)C2)ccc1-n1ccc(C(F)(F)F)n1 (centres undefined) | 81 | . | 89 | 92 | 92 | 82 | 95 | 101
O=C(/C=C/c1ccc2c(c1)OCO2)c1ccc([N+](=O)[O-])cc1 | 102 | 98 | 95 | 103 | 90 | 99 | 109 | 103
Cc1cc(Cl)cc(Cc2cc(Cl)cc(C)c2O)c1O | 13 | . | 19 | 15 | 17 | 3.8* | 7.1* | 57
COc1ccc2sc(N(Cc3cccnc3)C(=O)c3ccc(C#N)cc3)nc2c1 | 70 | 90 | 74 | 88 | 99 | 92 | 91 | 93
COc1ccc(C(=O)N2NC(=O)/C(=C/c3ccc(F)cc3)N=C2c2ccccc2)cc1 | 97 | 69 | . | 105 | 84 | 86 | 94 | 95
Cc1cccc(C)c1NC(=O)Cn1c(-c2nonc2N)nc2ccccc21 | 99 | 41 | 93 | 105 | 84 | 92 | 95 | 91
OCCNCCNc1ccnc2cc(Cl)ccc12 | 86 | 98 | . | 103 | 99 | 95 | 88 | 94
O=C(CBr)c1cc2ccccc2c2ccccc12 | 105 | 92 | 80 | 102 | 99 | 94 | 104 | 106
C=CCc1c(C)[nH]c2ccccc2c1=O | 112 | 105 | 102 | 104 | 110 | 102 | 112 | 122
N#Cc1c(Nc2ccccc2)n[nH]c1-c1ccc(Cl)cc1 | . | 80 | 80 | 87 | 84 | 79 | 79 | 95
COc1ccc(-c2nc(N3CCOCC3)c3c4c(sc3n2)CCCC4)cc1 | 91 | 84 | 86 | 95 | 107 | 78 | 89 | 109
CC1(C)CC1C(=O)O (centres undefined) | 97 | 89 | 97 | 104 | 102 | 93 | 106 | 110
O=C1CN(Cc2ccncc2)C(=O)[C@H](Cc2ccc(O)cc2)N1 | 96 | 77 | 91 | 99 | 97 | 90 | 105 | 104
COc1cc(NCCCCC(C)N)c2nccc(C)c2c1 (centres undefined) | 84 | 69 | 72 | 100 | 95 | 95 | 94 | 90
O=c1c2c(nc3cc(-c4ccccc4)[nH]n13)CSC2 | 92 | 106 | 80 | 92 | 107 | . | 103 | 120
O=[N+]([O-])c1cc(Cl)ccc1S(=O)(=O)c1ccccc1 | 113 | 115 | 93 | 93 | 115 | 110 | 101 | 107
Cc1cc(CSc2ccccc2C(=O)N2CCN(CC(=O)Nc3ccccc3Cl)CC2)no1 | 89 | 88 | 90 | 104 | 102 | 81 | 99 | 104
O=[N+]([O-])c1ccc(C=C2C(Cl)=C(Cl)C(Cl)=C2Cl)cc1 | 76 | 104 | 82 | 55 | 81 | 53 | 45 | 0.9*
O=C(N/N=C/c1cccc2ccccc12)C1CC1 | 102&111 | 102 | 85&91 | 104&115 | 95&99 | 90&108 | 110&127 | 110&111
CCOC(=O)[C@H](Cc1ccccc1)Nc1nc(N)nc(N(C)Cc2ccccc2)c1C=O | 111 | 99 | 96 | 96 | 90 | 67 | 99 | 110

6 compounds from above, limited to ACHN and RXF 393.
SMILES | ACHN | RXF 393
O=C(CBr)c1cc2ccccc2c2ccccc12 | 104 | 106
C=CCc1c(C)[nH]c2ccccc2c1=O | 112 | 122
CC1(C)CC1C(=O)O (centres undefined) | 106 | 110
O=[N+]([O-])c1cc(Cl)ccc1S(=O)(=O)c1ccccc1 | 101 | 107
Cc1cc(Cl)cc(Cc2cc(Cl)cc(C)c2O)c1O | 7.1* | 57
COc1ccc(-c2nc(N3CCOCC3)c3c4c(sc3n2)CCCC4)cc1 | 89 | 109

Further results.
SMILES | SF-539 | A498 | SNB-75 | SF-268 | SNB-19 | CAKI-1 | ACHN | RXF 393
CSc1nn2c(-c3cc4cc(Br)ccc4oc3=O)ccnc2c1C#N | 106 | 104 | 90 | 103 | 105 | 93 | 105 | 109
Cc1ccc2c(c1)/C(=C/c1sc(=S)[nH]c1O)C(C(=O)O)=N2 | 104 | . | 99 | 104 | 102 | 96 | 101 | 125
CSc1nc(N)nc2c1ncn2C1OC(CO)C(O)C1O (centres undefined) | 98 | 121 | 99 | 116 | 100 | 107 | 102 | 111
N#Cc1c2c(nn(-c3ccccc3)c1=O)C(O)=C([N+](=O)[O-])C(c1ccc(Cl)cc1)C2 (centres undefined) | 104 | 106 | 93 | 98 | 99 | 84 | 90 | 91
Nc1ccc2cc(S(=O)(=O)O)cc(O)c2c1N=Nc1ccc(F)cc1 | 96 | 129 | 123 | 114 | 104 | 108 | 100 | 119
O=C(CSc1nnc2n3c(nn12)SCC(c1ccccc1)=N3)c1ccc(Cl)cc1 | 104 | 46 | 97 | 98 | 98 | 93 | 107 | 97
O=C(/C=C/c1cccc(Nc2ccnc3cc(Cl)ccc23)c1)c1ccc(Cl)cc1 | 62 | 44 | 68 | 69 | 63 | . | 51 | 72
COc1ccc(Nc2nc(NS(=O)(=O)c3ccc(C)cc3)nc(-c3ccc(Cl)cc3)c2C#N)cc1 | 96 | 105 | 97 | 95 | 103 | 98 | 97 | 125
CCCCCCCCCOc1c(OC)cc(C2CC(=O)Nc3c2c(C)nn3-c2nc3ccccc3[nH]2)cc1OC (centres undefined) | -86* | -35* | -49* | -59* | -4.0* | -73* | -25* | -83*
CCCCCCCCNc1ncnc2c1ncn2Cc1nnc2c3ccccc3c(Cl)nn12 | 50 | 70 | 38 | 36 | 56 | 17 | 29 | 36
CCOC(=O)C1CCCCC1=O (centres undefined) | 107 | 110 | 87 | 104 | 92 | 88 | 100 | 109
CN(C)B(N(C)C)N(C)C | 96 | 93 | 97 | 102 | 98 | 93 | 101 | .
CCN(CC)Cc1ccc(N)cc1 | 95&108 | 115 | 80&82 | 106&106 | 105&97 | 101 | 101&107 | 110&113
CCN(CC)CCOc1nc2ccc(OC)cc2c2c1-c1ccc(OC)cc1C2=O | 29 | 25 | -1.5* | 17 | 34 | -4.7* | -93* | 4.4*
CCCCCCCCCCCCNC(=S)N/N=C/c1ccc(OC)c(OC)c1 | 112 | 97 | 89 | 107 | 104 | 93 | 107 | 113
CC(=O)OC1CC(C(C)C)CCC1C (centres undefined) | 110 | 106 | 87 | 94 | 96 | 95 | 105 | 104
COc1cc2oc(-c3cccc(NC(=O)c4ccc(Br)cc4)c3)cc(=O)c2c(OC)c1OC | 53 | 36 | 47 | 47 | 59 | 85 | 27 | 30
CN(C)c1ccc(NC(=O)C(c2ccccc2)c2ccccc2)cc1 | 102 | 92 | 91 | 101 | 103 | 90 | 97 | 113
COc1ccc(C2=NNC(c3cn(-c4ccccc4)nc3-c3ccc([N+](=O)[O-])cc3)C2)cc1 (centres undefined) | 71 | 125 | 52 | 63 | 70 | 81 | 83 | 81

Compounds above with a CF3 group:
SMILES | SF-539 | A498 | SNB-75 | SF-268 | SNB-19 | CAKI-1 | ACHN | RXF 393
Cc1ncc(C(=O)Nc2ccc(CN3CCN(C)CC3)c(C(F)(F)F)c2)cc1C#Cc1ccc(N)nc1 | -39* | -64* | -57* | -12* | 27 | -71* | -20* | -60*
Nc1c(C(=O)Nc2cccc(C(F)(F)F)c2)sc2nc3c(cc12)CCCC3 | 103 | 72 | 105 | 100 | 94 | 86 | 99 | 113
Cc1cc(C2=NNC(c3ccc[nH]3)C2)ccc1-n1ccc(C(F)(F)F)n1 (centres undefined) | 81 | . | 89 | 92 | 92 | 82 | 95 | 101
